# Shn3 inh set2 – inhibitors of Schnurri-3 3'UTR reporter in osteoblasts; 360,000 tested, 0.52% active; Clone20 osteoblast Shn3 3'UTR firefly luciferase, 24 h; AID 588674; inhibition, % at 12.5 µM;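 active = mean inhibition of at least 75% with every replicate also reaching 75%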;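 note: 0% = median of neutral control wells and 100% = pilot-screen positive control compound; some compounds past the cut are filed as inactive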
# CaV13 FRET inh – Disruptors of the CACNA1D IQ motif to Ca2+-dependent inactivation inhibitor domain association, primary screening, Förster resonance energy transfer in intact living …; HEK cells, CFP/YFP FRET ICDI-IQ, plate reader, 10 min; percent FRET-ratio fall versus neutral wells; inhibition, % at 12.3 µM; 340,000 tested, 0.098% active; AID 743397;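 active = mean replicate inhibition of at least 30% and at least 1% of replicates passing that level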;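 note: 0% = median of the neutral control wells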
# HIF-2a block – HIF-2a inhibition; 786-0 RCC cells HIF-2a reporter, luciferase luminescence, overnight; inhibition, % at 18.8 µM; 360,000 tested, 0.72% active;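 active = inhibition of the luminescence signal of 40% or more relative to plate controls, in a single-dose primary screen at 18.75 µM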
# Peg3 promoter – Peg3 promoter activity inhibition. AID 588405. inhibition, % at 20 µM. HeLa PEG-Prom luciferase reporter, luminescence, overnight. 360,000 tested, 1.7% active;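 active = inhibition of at least 50% at 20 µM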
# NR2E3 ag-1 – agonists of human nuclear receptor NR2E3. Q9Y5X4. GST-NR2E3/biotin-RetCOR TR-FRET, 1536-well. inhibition of corepressor binding, % at 4.78 µM. 320,000 tested, 0.12% active. AID 2300;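 active = percent inhibition above the cutoff of mean plus 3 SD of all tested compounds, set per screening campaign, cut at about 20% in these data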;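 note: 0% = DMSO wells and 100% = biotin wells as full block of FRET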
# Target sequence (Q9Y5X4 whole entry, looked up): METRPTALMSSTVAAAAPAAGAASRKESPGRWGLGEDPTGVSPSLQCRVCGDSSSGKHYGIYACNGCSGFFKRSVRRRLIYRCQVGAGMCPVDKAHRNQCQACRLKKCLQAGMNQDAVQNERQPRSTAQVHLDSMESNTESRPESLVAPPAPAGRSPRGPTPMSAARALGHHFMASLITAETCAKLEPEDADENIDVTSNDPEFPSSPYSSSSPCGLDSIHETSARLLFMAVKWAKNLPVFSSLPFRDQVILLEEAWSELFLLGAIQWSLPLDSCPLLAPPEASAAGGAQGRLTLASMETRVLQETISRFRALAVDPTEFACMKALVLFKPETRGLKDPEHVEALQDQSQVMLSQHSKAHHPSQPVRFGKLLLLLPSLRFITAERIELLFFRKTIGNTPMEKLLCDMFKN
#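 Test system – NR2E3–RetCOR corepressor complex · Quantity – NR2E3 fusion 1.35 nM · Buffer or medium – Tris pH 7.5 · Incubation – Compound–protein incubation for 5 h at 4 °C · Technique – TR-FRET, Eu(K)-anti-GST donor, streptavidin-D2 acceptor, ex 340, em 617/671 nm · Evaluation – percent inhibition of 671/617 nm emission ratio versus biotin and DMSO controls · Plate – 1536-well format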
# PDI inh – PDI (human) enzyme inhibition; P07237; AID 588391; inhibition, % at 10 µM; PDI insulin aggregation turbidity, A650, 90 min; 350,000 tested, 0.052% active;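 active = mean inhibition across replicates of 30% or more, whatever share of single replicates reach that level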;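 note: absorbance from insulin aggregation driven by PDI reduction with DTT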
# Target sequence (P07237 whole entry, looked up): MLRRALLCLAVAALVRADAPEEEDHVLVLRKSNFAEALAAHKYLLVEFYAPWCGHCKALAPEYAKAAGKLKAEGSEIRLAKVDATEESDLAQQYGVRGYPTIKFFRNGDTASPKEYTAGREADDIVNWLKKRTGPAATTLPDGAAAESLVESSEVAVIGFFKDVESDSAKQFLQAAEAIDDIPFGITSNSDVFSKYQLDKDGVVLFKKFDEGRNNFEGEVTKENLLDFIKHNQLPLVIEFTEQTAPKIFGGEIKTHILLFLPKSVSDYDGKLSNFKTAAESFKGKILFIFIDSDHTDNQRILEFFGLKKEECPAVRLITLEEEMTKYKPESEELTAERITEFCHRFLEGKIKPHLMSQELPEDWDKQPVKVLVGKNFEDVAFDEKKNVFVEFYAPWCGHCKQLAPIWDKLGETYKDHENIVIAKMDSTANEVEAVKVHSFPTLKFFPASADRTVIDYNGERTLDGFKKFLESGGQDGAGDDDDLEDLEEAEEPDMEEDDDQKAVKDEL
# TRPM1 prom inh – reduces MITF-dependent TRPM1 promoter luciferase signal | SK-MEL-5 TRPM1 promoter luciferase, 24 h | inhibition, % at 12.5 µM | 330,000 tested, 0.83% active;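 active = mean inhibition across replicates of 60% or more, whatever share of single replicates reaches that level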; note: values of inactives mirror those of a sister screen read the other way
# CF NFkB inh – inhibitors of cystic fibrosis induced NF-kB | KKLEB NF-kB-GFP reporter, PAF-induced, GFP fluorescence overnight | inhibition, % at 5 µM | 360,000 tested, 0.86% active | AID 588850;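 active = at least 50% inhibition at 5 µM, scaled per plate between neutral and stimulator controls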;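 note: PAF is a Pseudomonas aeruginosa culture filtrate used as stimulus; plate controls were PAF-stimulated DMSO wells for no effect and unstimulated DMSO wells for full effect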
# Vif imaging – HIV Vif inhibition | HEK293T cells, Vif self-association by quenched fluorescence, imaging, 24 h | inhibition, % at 7.49 µM | 340,000 tested, 0.35% active; in the data active = inhibition above about 50%, passing the limit was not always enough; note: some results filed as inactive read as strong as hits
# NR2E3 ag-2 – agonists of human NR2E3 nuclear receptor; 360,000 tested, 0.35% active; AID 602229; CHO-S Gal4-NCOR/VP16-NR2E3 two-hybrid, luciferase; inhibition of corepressor binding, % at 3.98 µM;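 active = inhibition above the mean of all tested compounds plus 3 SD, cut at about 70% in these data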;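 note: 0% = DMSO with NR2E3 transfected cells and 100% = cells lacking NR2E3 construct; higher means lower luciferase signal from less NR2E3 corepressor binding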
# KKLEB tox – reduces viability of KKLEB cystic fibrosis airway cells. KKLEB CF airway cells viability, ATPlite luminescence, overnight; stronger effect = lower value; cells stimulated with P. aeruginosa culture filtrate. activity change (cytotoxicity), % at 5 µM. 360,000 tested, 0.36% active. AID 602141;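 active = corrected activity change at or below -50% at 5 µM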
# Starred values were filed as active, the others as inactive; nt = no result given; & = joins results of further samples.
SMILES,Shn3 inh set2,CaV13 FRET inh,HIF-2a block,Peg3 promoter,NR2E3 ag-1,PDI inh,TRPM1 prom inh,CF NFkB inh,Vif imaging,NR2E3 ag-2,KKLEB tox
CCN(CC)CCCNc1ccc2ncn3c4ccc(O)cc4c(=O)c1c23,20.7,-42.6,34.2,22.6,nt,-4.0,51.7,-23.5,nt,34.1,-10.6
O=C(NCCc1ccccc1F)C1CC(=O)N(c2cccc(C(F)(F)F)c2)C1 (stereo unspecified),21.6,-5.9,2.2,-6.9,nt,-6.1,-12.4,1.7,-8.5,-11.0,3.9
O=C(CN1CCOCC1)Nc1ccccc1Sc1ccccc1,-27.4,-15.7,14.2,-3.4,4.0,-4.4,-0.6,0.7,31.0,-14.8,13.6
O=C(Nc1ccc(Cl)cc1)N(Cc1cccs1)Cc1cccs1,6.2,2.5,-56.3,-9.3,-1.6,-1.6,-15.0,-2.1,-2.2,-9.8,-0.9
CCc1ccccc1N(CC(=O)NC1CCCCC1)C(=O)CCCC(=O)Nc1ccccn1,24.8,-4.2,8.0,-1.0,2.1,-2.1,-1.0,5.3,17.5,7.5,0.6
COc1cc(/C=C(\C#N)C(=O)Nc2cccnc2)ccc1OC(C)C,-9.0,-6.3,9.3,-2.0,3.4,1.2,-2.4,12.6,3.4,-14.2,-6.6
Cc1ccc(C(=O)NC(=S)/C=C2\N(C)c3ccccc3C2(C)C)cc1,75.3,-20.2,-10.9,-4.3,3.9,1.0,6.3,-6.1,-0.7,14.1,4.6
CCOc1ccc(C(=O)Nc2nncs2)cc1OCC,8.8,-10.4,-7.3,12.2,-2.0,3.6,-3.6,12.0,-3.4,-13.2,-15.1
COC(=O)Nc1ccc2c(c1)N(C(=O)CCN1CCN3CCCC3C1)c1ccccc1CC2 (stereo unspecified),-12.0&5.4,-3.3&-4.2,17.4&14.4,-2.0&-6.8,2.6&2.9,2.7&5.0,-2.9&-4.6,6.0&3.2,-0.5&-4.5,-21.5&7.4,-8.0&3.8
COc1ccc(Cc2nnc(NCCO)[nH]c2=O)cc1,5.6,-7.4,2.5,-6.2,-2.0,5.5,-2.5,11.5,-5.1,-2.7,4.5
CC1CCCCN1CCNC(=O)C1CCN(S(=O)(=O)c2cccc3cccnc23)CC1 (stereo unspecified),-0.3,13.0,7.4,-1.6,7.5,-4.4,-5.5,-5.7,1.4,-27.1,22.3
COC(=O)c1ccc(Oc2ccc(S(=O)(=O)N3CCCCC3)cc2N)cc1,59.0,-19.5,23.3,23.5,1.2,-3.7,-6.7,-15.7,-32.0,-14.2,15.1
COc1cccc(CNC(=O)C2CSC3(C)CCC(=O)N23)c1 (stereo unspecified),1.5,-7.1,-6.2,-13.0,4.0,6.4,-2.4,6.2,1.2,2.5,-17.7
CCc1cc2c(=O)c(-c3nc4ccccc4n3C)c(C)oc2c(CN(CC)CC)c1O,8.8,-5.0,26.7,12.1,-1.3,-4.0,17.4,-9.2,-7.1,-12.9,3.2
Cc1nn(-c2ccccc2)c2c1C(O)CC(C)(C)C2 (stereo unspecified),1.5,-2.0,16.8,4.8,5.1,-4.2,6.6,12.5,-1.0,18.2,-2.6
CC(=O)c1cccc(S(=O)(=O)N2CCCC(c3nc4c(nnn4Cc4cccc(Cl)c4)c(=O)[nH]3)C2)c1 (stereo unspecified),6.1,-2.8,31.3,31.1,1.7,-8.2,9.2,7.0,-3.0,9.3,-1.6
Cn1c(CNc2ccc(F)cc2)nnc1SCC(=O)NNC(=O)Cc1ccccc1,-1.0,11.2,20.6,13.2,2.8,3.6,8.3,-4.3,-11.6,-22.9,8.5
CC(C(=O)NC1CCCCCC1)c1ccc([N+](=O)[O-])cc1 (stereo unspecified),2.0,2.6,20.9,5.5,4.9,6.0,10.3,-3.3,13.4,10.9,-12.5
O=C(NCc1ccccn1)C(=O)NN=C1CCCCCCC1,-5.3,-0.8,10.6,-13.5,-0.1,-10.4,-2.9,-4.1,-1.6,-21.4,4.9
CN1C(=O)[C@@H]2[C@@H]3C[C@@H]([C@H]4ON=C(c5ccc(Cl)cc5Cl)[C@@H]34)[C@@H]2C1=O,16.9,-4.5,3.7,13.3,0.9,17.4,2.5,5.6,-2.1,-2.4,-1.7
Cc1ccc2c(c1)N(Cc1ccc([N+](=O)[O-])cc1)C=NS2(=O)=O,15.5,-19.9,6.3,7.7,-0.4,1.7,-11.9,-10.4,19.7,-15.1,-8.7
COc1cc2[nH]c(=O)n(CCC(=O)NCCCN3CCN(c4ccccc4F)CC3)c(=O)c2cc1OC,1.6,-15.5,8.8,4.3,0.6,3.0,2.7,-4.1,5.4,-40.9,5.4
Cc1ccc(C(=O)N/N=C/c2ccc(-c3ccccc3[N+](=O)[O-])o2)cn1,-13.0,-3.6,-116.3,-45.2,-3.0,4.4,14.6,-10.8,2.5,-5.2,2.6
CCC(=O)Nc1nc2ccccc2n1Cc1ccc(C)cc1,20.6,-4.7,3.6,9.5,0.9,-0.2,16.3,10.3,-1.0,18.8,-6.5
CCC(C(=O)NC(C)(C)C)N(Cc1ccc(F)cc1)C(=O)c1snc(C(N)=O)c1N (stereo unspecified),10.6,-2.5,14.3,3.9,0.2,-4.9,4.2,0.7,7.0,11.4,12.0
CC1=C(C)CC2C(=O)N(Cc3ccccc3)C(=O)C2C1 (stereo unspecified),0.0,nt,12.1,14.2,1.9,13.1,3.3,3.7,0.1,5.3,1.4
COc1ccc(NC(=O)COC(=O)CCc2nc3ccccc3c(=O)[nH]2)cc1Cl,-4.9,-5.6,7.9,10.2,nt,-0.9,5.0,3.9,-7.9,0.2,2.8
O=C(COc1ccc(Cl)cc1Cl)NN=C1CCCCC1,-50.5,11.6,14.0,9.4,-0.6,4.3,25.8,-2.3,-1.9,7.6,-6.2
O=C(/C=C/c1ccccc1)NC(NC(=S)Nc1ccc(C(=O)O)cc1)C(Cl)(Cl)Cl (stereo unspecified),-0.9,-5.9,-4.9,-3.2,-0.5,-4.7,-14.1,4.2,-5.1,16.8,-8.7
Cc1ccc(S(=O)(=O)N2CCN(C(C)C(=O)NCC(C)c3ccccc3)CC2)cc1 (stereo unspecified),17.5,-5.2,-13.0,12.1,nt,-3.5,3.0,1.7,0.2,-16.7,3.8
O=C(c1cccc(F)c1)N1C2C=CC(C2)C1(C(F)(F)F)C(F)(F)F (stereo unspecified),5.0,-4.6,2.7,-1.2,0.7,-5.5,-16.6,-9.1,0.2,-27.2,10.9
O=C(NNc1nc2cc3c(cc2s1)OCCO3)c1ccccc1,-27.3,-4.6,-239.5,-215.4,-4.5,-3.4,-53.5,-9.3,-8.4,-138.4,-1.5
CC1(C(=O)Nc2cccc(NS(C)(=O)=O)c2)CCN1CCc1ccccc1 (stereo unspecified),-0.4,-5.2,17.4,9.0,nt,-5.0,nt,-22.7,nt,-16.3,2.2
CC(C)c1ccc(NC(=O)C2(C)Cc3c(-c4ccc(C(N)=O)cc4)ccnc3O2)cc1 (stereo unspecified),2.9,-4.5,23.9,0.8,nt,-7.2,nt,-89.8,-3.7,-39.1,-7.0
O=C(Nc1cccc(Cl)c1Cl)c1ccccc1OCC(=O)N1CCOCC1,10.4,-10.1,18.3,26.9,0.1,-1.4,19.8,-10.2,-1.1,11.4,8.4
Cc1ccc2c(c1)[C@@H]1CN(C)CC[C@@H]1N2S(=O)(=O)c1ccc([N+](=O)[O-])cc1,-8.7,-8.8,-18.9,-1.3,0.8,-0.7,5.6,-5.4,23.5,-10.6,-5.3
Cc1ccc(NC(=O)CCc2c(C)[nH]c(=O)c(C#N)c2C)cc1,-1.0,-3.4,22.9,18.0,2.7,-10.8,-0.9,-2.1,6.0,-14.3,7.8
CCOc1cc(C(N)=O)cc(OCC)c1OCC,6.5,-4.5,12.8,-0.3,1.7,7.0,6.8,-3.5,-14.7,-19.1,11.6
COc1ccc2ccccc2c1CN(C)Cc1ccccc1,10.5,-19.0,7.9,-69.9,2.6,20.9,-4.3,2.8,19.0,13.4,0.7
CCc1ccccc1NC(=O)c1ccc(S(=O)(=O)NCC2CCCO2)cc1 (stereo unspecified),15.7,-7.3,-7.5,-37.8,4.8,-2.6,5.0,-8.1,-2.1,-16.2,-1.3

# Arranged by the number under NR2E3 ag-2 (smallest number first): 3 from the list above.
compound	Shn3 inh set2	CaV13 FRET inh	HIF-2a block	Peg3 promoter	NR2E3 ag-1	PDI inh	TRPM1 prom inh	CF NFkB inh	Vif imaging	NR2E3 ag-2
COc1cc2[nH]c(=O)n(CCC(=O)NCCCN3CCN(c4ccccc4F)CC3)c(=O)c2cc1OC	1.6	-15.5	8.8	4.3	0.6	3.0	2.7	-4.1	5.4	-40.9
CC1=C(C)CC2C(=O)N(Cc3ccccc3)C(=O)C2C1 (stereo unspecified)	0.0	nt	12.1	14.2	1.9	13.1	3.3	3.7	0.1	5.3
O=C(COc1ccc(Cl)cc1Cl)NN=C1CCCCC1	-50.5	11.6	14.0	9.4	-0.6	4.3	25.8	-2.3	-1.9	7.6

# Next records follow.
SMILES,Shn3 inh set2,CaV13 FRET inh,HIF-2a block,Peg3 promoter,NR2E3 ag-1,PDI inh,TRPM1 prom inh,CF NFkB inh,Vif imaging,NR2E3 ag-2,KKLEB tox
CCOC(=O)C1CCN(CC(O)COc2ccc(C(C)(C)CC)cc2)CC1 (stereo unspecified),14.4,-4.3,-8.1,-24.9,-1.1,-5.0,-8.1,11.3,0.5,-12.4,0.0
COc1cccc(/C=C/C(=O)OCC(=O)Nc2ccc3c(c2)OCO3)c1,-23.1,-5.6,2.4,5.5,nt,-2.3,nt,10.6,-9.9,10.8,4.7
Cc1ccc2c(c1)c(C)c(C)n2CC(O)Cn1nc(C)c(Br)c1C (stereo unspecified),-2.7,nt,24.8,21.3,-2.7,6.1,3.0,-5.1,-4.4,-18.2,4.9
CSCCC(NC(=O)c1ccccc1)C(=O)N1CCN(Cc2ccc(Cl)cc2)CC1 (stereo unspecified),-4.2,-2.0,13.0,32.9,nt,0.8,10.9,-0.1,-13.3,14.6,4.2
Cc1ccc(-c2ccccc2NC(=O)CS(=O)CC(=O)Nc2ccc(C)c(Cl)c2)o1 (stereo unspecified),-18.3,-4.7,5.8,27.8,0.0,-10.7,0.4,2.3,-1.0,-37.0,-5.3
CS(=O)(=O)N(CC(=O)N1CCCCC1)c1ccc(Cl)c(C(F)(F)F)c1,3.4,nt,9.7,12.5,-1.4,1.4,-7.0,-13.1,0.5,-22.7,5.6
O=C(c1ccc(-c2ccc(Cl)cc2)o1)N1CCN(S(=O)(=O)c2cccs2)CC1,16.8,-6.3,-57.1,-1.4,4.3,2.1,-16.1,16.2,5.6,19.6,1.3
Fc1ccc(/C=N/n2c(-c3cccs3)n[nH]c2=S)cc1,8.8,-3.9,9.7,9.2,0.4,-4.1,-1.6,4.5,4.0,-15.9,-1.0
CCOC(=O)C1NN=C(C(=O)c2ccccc2)C1c1ccc(Cl)cc1 (stereo unspecified),-24.1,-2.4,16.8,25.0,2.2,5.9,-12.0,6.8,-6.1,-22.8,-22.7
Clc1nssc1=Nc1ccccc1,14.1,nt,-12.4,-13.2,nt,0.6,2.7,-25.2,4.9,-26.8,2.7
